TIM10 inh = inhibits growth of TIM10 yeast strain | S. cerevisiae TIM10 strain growth, BacTiter-Glo luminescence, 24 h | inhibition, % at 10 µM | 330,000 tested, 1.4% active | AID 463195;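 active = inhibition of 40% or more at the single tested concentration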;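 note: wild-type TIM10 isogenic control strain grown at permissive 25 °C; 0% = DMSO yeast wells and 100% = minimal medium wells without yeast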
tim10-1 inh = tim10-1 yeast growth inhibition | S. cerevisiae tim10-1 ts strain growth, BacTiter-Glo, 24 h | inhibition, % at 20 µM | 330,000 tested, 2.2% active;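 active = inhibition of at least 40%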;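 note: mutant grown at 25 °C; 0% = DMSO wells with yeast and 100% = wells holding no yeast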
CHOP UPR activ = apoptotic UPR (CHOP) activation; CHO-CHOP luciferase reporter, luminescence; percent of tunicamycin response over DMSO baseline; activation, % at 10 µM; 330,000 tested, 0.34% active; AID 449763;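 active = at 10 µM dose, activation of 40% or more, normalized to positive control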;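 note: 100% = tunicamycin at 10 µg/mL and 0% = DMSO alone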
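System: CHO CHOP reporter cells. Amount: 500 cells per well. Buffer or medium: F12 medium, 10% FBS. Compound dosing: one dose, 10 µM in 0.5% DMSO. Incubation: 6 h compound exposure at 37 °C after overnight seeding. Technique: Steady-Glo luciferase luminescence. Benchmarks: tunicamycin and DMSO controls.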
APJ agonist = APJ receptor agonism; activation, % at 20 µM; 330,000 tested, 0.11% active; CHO-K1 APJ PathHunter beta-arrestin, luminescence; 0% DMSO wells, 100% apelin; AID 2520; P35414;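 active = activation more than six SD over the plate average, tested at 20 µM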;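 note: 0% = DMSO alone and 100% = apelin-13 at 10 nM; some results filed as inactive read as strong as hits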
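Assay system: engineered CHO-K1 APJ arrestin reporter cells; Amount: 1000 CHO-K1 reporter cells seeded per well; Dosing: one dose, 20 µM compound, 1% DMSO; Times: compound stimulation 90 min at 25 °C, detection 60 min; Measured by: luminescent beta-gal fragment complementation, chemiluminescent substrate; Read-out: APJ–arrestin association signal; Controls: DMSO vs Apelin-13 10 nM.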
Mdm2-MdmX inh = disrupts the human Mdm2-MdmX interaction | O15151+Q00987 | SaOS-2 split-luciferase Mdm2/MdmX complementation, luminescence | inhibition, % at 8 µM | 330,000 tested, 3% active;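 active = inhibition of at least 50% at 8 µM in the primary screen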
Target sequence (O15151 whole entry, looked up): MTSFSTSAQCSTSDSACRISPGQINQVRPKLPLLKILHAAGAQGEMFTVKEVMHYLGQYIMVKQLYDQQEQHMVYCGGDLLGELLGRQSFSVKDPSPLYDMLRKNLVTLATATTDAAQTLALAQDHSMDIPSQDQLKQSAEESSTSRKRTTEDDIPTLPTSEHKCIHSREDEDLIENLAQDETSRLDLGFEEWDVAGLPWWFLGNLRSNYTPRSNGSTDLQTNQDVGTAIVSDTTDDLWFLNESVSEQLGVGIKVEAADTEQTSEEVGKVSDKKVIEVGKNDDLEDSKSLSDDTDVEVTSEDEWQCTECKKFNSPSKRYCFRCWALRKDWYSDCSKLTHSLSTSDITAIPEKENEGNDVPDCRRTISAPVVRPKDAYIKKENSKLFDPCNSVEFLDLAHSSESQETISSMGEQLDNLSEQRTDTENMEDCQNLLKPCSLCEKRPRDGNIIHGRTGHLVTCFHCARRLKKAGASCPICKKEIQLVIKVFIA
Target sequence (Q00987 whole entry, looked up): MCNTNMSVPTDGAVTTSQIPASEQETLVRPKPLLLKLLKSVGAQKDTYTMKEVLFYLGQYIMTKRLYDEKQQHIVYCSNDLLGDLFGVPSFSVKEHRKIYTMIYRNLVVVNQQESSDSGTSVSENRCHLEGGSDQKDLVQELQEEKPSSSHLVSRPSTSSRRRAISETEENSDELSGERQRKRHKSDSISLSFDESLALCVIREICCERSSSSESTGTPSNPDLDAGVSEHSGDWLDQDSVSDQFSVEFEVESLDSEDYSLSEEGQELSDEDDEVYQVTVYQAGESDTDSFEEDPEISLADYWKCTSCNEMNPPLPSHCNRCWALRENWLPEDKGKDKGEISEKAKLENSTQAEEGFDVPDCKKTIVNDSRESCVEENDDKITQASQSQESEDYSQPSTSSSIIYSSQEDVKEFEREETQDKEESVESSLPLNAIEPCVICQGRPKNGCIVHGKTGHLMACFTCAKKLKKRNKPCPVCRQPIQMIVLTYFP
tim23-1 inh = growth inhibitors of tim23-1 mutant yeast | S. cerevisiae tim23-1 growth, BacTiter-Glo luminescence, 24 h | inhibition, % at 20 µM | 330,000 tested, 1.3% active | AID 463212;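 active = growth inhibition of the mutant yeast at or above 50%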;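 note: temperature-sensitive mutant grown at 25 °C; plate controls were DMSO-treated mutant yeast for no effect and medium wells lacking yeast for full effect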
NR3A LBD binder = NR3A (human) ligand-binding domain modulation; NR3A LBD differential scanning fluorimetry, Tm shift; 0% = protein alone, 100% = glycine-bound protein; Tm shift relative to glycine control, % at 25 µM; 340,000 tested, 2.5% active;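 active = melting temperature shift of at least 10% of the positive control shift, at one fixed dose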
NLRP3 yeast inh = blocks the NALP3 inflammasome reconstituted in yeast. Yeast reconstituted NLRP3/ASC/caspase-1, beta-gal luminescence, 24 h. inhibition, % at 10 µM. 330,000 tested, 0.39% active;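 active = inhibition of 50% or more; inactive = inhibition below 50%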;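 note: plate controls were induced DMSO wells for no effect and uninduced yeast grown without galactose for full effect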
UPR XBP1 act = activators of adaptive arm of unfolded protein response (XBP1) | CHO-XBP1 luciferase reporter, IRE1-XBP1 UPR activation, luminescence; percent of tunicamycin response, DMSO as zero | activation, % at 20 µM | 330,000 tested, 0.33% active;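 active = versus positive control, 20 µM dose yields 30% or more activation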;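 note: 100% = tunicamycin at 10 µg/mL and 0% = DMSO only wells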
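Material: CHO cell line with stable XBP1 luciferase reporter; schedule: 16-18 h cell attachment at 37 °C, then 6 h compound exposure; signal: glow luminescence from Steady-Glo reagent; medium: serum-containing F12 medium, 10% FBS; benchmarks: tunicamycin 10 µg/mL and vehicle-only wells; read-out: percent activation relative to tunicamycin reference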
An asterisk follows results filed as active.

SMILES	TIM10 inh	tim10-1 inh	CHOP UPR activ	APJ agonist	Mdm2-MdmX inh	tim23-1 inh	NR3A LBD binder	NLRP3 yeast inh	UPR XBP1 act
O=C(CCN1C(=O)/C(=C\c2ccc(F)cc2)SC1=S)Nc1ccccc1	-21	-1	1.6	3	21	-18	-2	13	0
CCCCNc1c(-c2ccc(OC)c(Sc3ccc(OC)cc3)c2)nc2ccccn12	22	39	3.7	37*	94*	34	-8	15	-7
Cc1cc(N/N=C/c2ccccc2O)nc(N2CCOCC2)n1	-6	2	5.3	-4	26	-4	-8	14	3
Cc1cc(C)c(CN2CCC(N3CCC(C(=O)NCC4CCCO4)CC3)CC2)cc1C (stereo unspecified)	-6	-4	2.0	-1	18	-27	2	21	-4
CC(NC(=O)c1ccc(Cl)cc1)c1nnc(SCc2ccc([N+](=O)[O-])cc2)n1C (stereo unspecified)	-6	8	-0.8	6	-10	19	1	5	0
Nc1nnc(SCC(=O)N2CCc3ccccc32)n1-c1ccccc1	8	11	2.5	-4	14	2	-2	-6	-1
Cc1ccc(S(=O)(=O)N2CCCCC2)cc1NC(=O)c1ccccn1	17	9	-1.1	-3	-25	26	0	-7	0
NNC(=O)c1ccc(Cn2cc(Br)cn2)cc1	-46	-51	-0.6	0	14	-4	-1	5	0
COC(=O)CCCC(=O)N1CCCC(CNS(=O)(=O)c2ccc(OC)cc2)C1 (stereo unspecified)	1	-11	1.5	-2	-16	-3	-1	16	-4
COc1cc(/C=N/NC(=O)CC#N)cc(Br)c1O	1	3	-0.3	-3	16	18	1	19	-4
CCn1c(=O)c(=O)n(CC)c2cc(S(=O)(=O)Nc3ccc(C)cc3)ccc21	-2	7	0.5	-2	11	4	0	0	-2
CCCCN(C(=O)c1cc2ccccc2o1)c1c(N)n(CCCC)c(=O)[nH]c1=O	-1	14	-0.4	-4	18	12	0	16	2
CC(C)C(NS(=O)(=O)c1cccc2nsnc12)C(=O)NCc1ccco1 (stereo unspecified)	3	-2	1.1	1	10	-4	-2	4	-1
COc1cc([C@@H]2c3cc4c(cc3[C@@H](O)[C@H]3COC(=O)[C@H]23)OCO4)cc(OC)c1O[Si](C)(C)C(C)(C)C	18	1	1.5	16	71*	10	11*	2	58*
O=C(CCNS(=O)(=O)c1ccc(Br)s1)NCc1ccc(F)cc1	10	4	0.7	-1	2	-2	-1	5	2
CCOc1ccc(N(CC)S(=O)(=O)c2c(C)[nH]c(=O)[nH]c2=O)cc1	4	2	-0.4	-1	-5	0	-1	7	-6
CCOc1ccc(NC(=O)C2CCC(CNc3c(N4CCCCC4)c(=O)c3=O)CC2)cc1 (stereo unspecified)	-11	9	-1.6	-2	-3	11	1	11	-4
CCC(C)c1ccc(NC(=S)NCc2ccccn2)cc1 (stereo unspecified)	34	30	2.3	-1	2	35	-2	24	-3
COC(=O)c1cc(Cl)c(NC(=O)c2cc3ccccc3o2)cc1OC	13	12	2.3	-1	-24	11	0	23	-3
Cc1cccc(C)c1NC(=O)CN(C)C(=O)c1ccc(-c2cccc(C(F)(F)F)c2)o1	17	37	-1.2	-3	-16	20	-1	21	1
NNC(=O)c1[nH]c2ccc(Br)cc2c1-c1ccccc1	23	20	0.5	11	4	53*	-17	15	0
CNC(=O)CN1C(=O)CSc2ncccc21	8	16	-3.1	-2	14	-4	0	-2	-1
COc1ccccc1NS(=O)(=O)c1cc(NC(=O)c2sccc2C)ccc1N1CCOCC1	-16	15	0.9	1	19	26	-4	9	4
COCCCNC(=O)Cn1nnc(-c2ccc(NC(=O)c3ccc(F)cc3)cc2)n1	11	6	0.4	-6	4	11	-2	0	-3
CC(C(=O)c1ccc(-c2ccccc2)cc1)[n+]1cccc(Br)c1 (stereo unspecified)	-75	-12	0.5	-2	-9	-31	-2	24	1
COC(=O)c1ccc(CSc2nc3ccccc3c(=O)n2-c2ccccc2)o1	28	23	-2.1	-5	-12	35	1	25	35*
COCCn1c(=NC(=O)CSCC(=O)N2CCOCC2)sc2cc(C)ccc21	1	7	3.0	-1	17	16	-1	14	-1
COc1ccc(OCCN2CCN(S(=O)(=O)c3ccccc3C#N)CC2)cc1	13	23	-0.7	9	10	23	0	22	-5
CCCCCC[N+](C)(C)CCSSCC[N+](C)(C)CCCCCC	4	-7	-0.4	-2	-23	-2	1	18	-1
Cc1ccc(C(=O)NCC2CCCN2S(=O)(=O)c2ccc(C)cc2)cc1 (stereo unspecified)	-32	5	4.1	3	-6	20	1	24	-1
CCNc1c(N)c(=O)oc2ccccc12	-3	10	1.0	-4	-12	4	0	17	1
O=C(N/N=C/c1ccccc1O)C1SCCCS1	7	19	1.0	-2	8	22	3	7	0
CN(C)S(=O)(=O)c1cccc(C(=O)OCC(=O)NC2CCCc3ccccc32)c1 (stereo unspecified)	2	14	2.2	3	-17	8	-1	7	0
CC(CS(=O)(=O)c1ccc2c(c1)NC(=O)CS2)C(=O)NCc1ccccc1Cl (stereo unspecified)	6	0	-1.0	2	14	-9	-8	7	-4
Cc1ccc(-c2cc(C(=O)N3CCc4ccccc4C3)no2)cc1	-5	18	-1.3	-6	4	15	1	20	-1
CNC(=O)c1ccc(-c2cc(C(F)(F)F)nn2C)s1	0	3	4.2	-1	-10	11	-1	3	7
Cc1cccc(OCC(=O)NC(Cc2c[nH]c3ccccc23)C(=O)O)c1C (stereo unspecified)	2	1	0.3	-2	3	15	-2	14	-4
COc1ccc(NC(=O)CSc2nnc(C)n2C2CC2)cc1S(=O)(=O)N1CCOCC1	-2	-11	3.3	0	-16	-14	-2	8	-1
COc1cccc(C(=O)COC(=O)c2ccc(NC(=O)c3ccccc3)cc2)c1	18	3	3.5	9	2	3	-1	-6	-2
O=C(CSc1ccc2nnc(-c3cccnc3)n2n1)N1CCOCC1	5	5	0.9	-3	-2	3	1	0	1
C=C(C)COc1ccc2c(C)c(CCC(=O)NC3CC3)c(=O)oc2c1	-5	28	7.4	1	24	32	-1	14	-10
CS(=O)(=O)Nn1cnc2ccccc2c1=O	-4	-17	0.7	3	13	6	-1	19	-2
CCOC(=O)n1c(=O)[nH]c2ccc(Br)cc21	-7	12	-1.9	1	-4	-6	-2	7	-1
COC(=O)c1cc(-c2ccc3c(c2)OCO3)nc2ccccc12	7	28	0.0	-3	3	38	-2	24	11
Cc1ccc(NC(=O)C/C(N)=N/O)cc1C	3	1	-1.3	4	14	10	-2	12	-4
COc1ccc(S(=O)(=O)N2CCOCC2)cc1NC(=O)[C@@H]1CCCN1C(=O)c1cccs1	4	7	-1.3	-2	0	10	-1	5	-4
CCN(CC)S(=O)(=O)c1ccc(N2CCOCC2)c(NCC(=O)Nc2ccc(F)cc2)c1	1	14	0.1	-3	20	8	-1	-5	-3
COc1ccc(C)cc1NC(=O)CSc1nnc(-c2ccc(C)cc2)o1	1	15	2.0	-4	-184	6	-4	18	-1
CCOC(=O)C1=C(N)OC2=C(C(=O)CC(C)(C)C2)C1c1ccccc1OC (stereo unspecified)	25	36	0.4	-3	-8	30	0	3	-1
Cc1c(C(=O)Nn2cnnc2)oc2ccccc12	-4	12	-1.0	-2	6	9	0	5	5

The list continues.
SMILES	TIM10 inh	tim10-1 inh	CHOP UPR activ	APJ agonist	Mdm2-MdmX inh	tim23-1 inh	NR3A LBD binder	NLRP3 yeast inh	UPR XBP1 act
Cc1ccc(NC(=O)CSc2nnc(C3CC3)n2CC2CCCO2)c(C)c1 (stereo unspecified)	9	-5	1.5	-4	19	-11	-5	23	0
COc1ccc(COC(=O)N/N=C(\C)CC(=O)Nc2ccc(Cl)cn2)cc1	12	18	-0.7	-5	8	5	-1	27	-2
CCOc1ccc(N2CC(C(=O)Nc3ccccc3OC)CC2=O)cc1 (stereo unspecified)	13	20	0.3	-4	19	30	-2	9	-1
O=C(CNC(=O)c1ccccc1F)OCC(=O)N1CCCCC1	6	16	-1.1	-1	0	5	0	17	-1
CCOc1ccccc1C1CC(c2ccc(Br)cc2)Nc2nc(N)nn21 (stereo unspecified)	7	8	-0.5	-5	25	5	1	1	10
CCOc1ccc(N(CC(=O)NCCOc2ccc(C)cc2)S(=O)(=O)c2ccccc2)cc1	7	5	3.3	2	23	1	1	4	-5
CCc1ccc(C(=O)COC(=O)C(CCSC)NC(=O)c2ccccc2)cc1 (stereo unspecified)	-6	12	2.6	-3	26	-2	0	15	0
COc1cccc(C(=O)Nc2ccc3c(c2)n(C)c(=O)n3C)c1	-7	4	1.9	3	27	15	-1	-8	0

Gathered by group: those above with bromine (7)
SMILES	TIM10 inh	tim10-1 inh	CHOP UPR activ	APJ agonist	Mdm2-MdmX inh	tim23-1 inh	NR3A LBD binder	NLRP3 yeast inh	UPR XBP1 act
NNC(=O)c1ccc(Cn2cc(Br)cn2)cc1	-46	-51	-0.6	0	14	-4	-1	5	0
COc1cc(/C=N/NC(=O)CC#N)cc(Br)c1O	1	3	-0.3	-3	16	18	1	19	-4
O=C(CCNS(=O)(=O)c1ccc(Br)s1)NCc1ccc(F)cc1	10	4	0.7	-1	2	-2	-1	5	2
NNC(=O)c1[nH]c2ccc(Br)cc2c1-c1ccccc1	23	20	0.5	11	4	53*	-17	15	0
CC(C(=O)c1ccc(-c2ccccc2)cc1)[n+]1cccc(Br)c1 (stereo unspecified)	-75	-12	0.5	-2	-9	-31	-2	24	1
CCOC(=O)n1c(=O)[nH]c2ccc(Br)cc21	-7	12	-1.9	1	-4	-6	-2	7	-1
CCOc1ccccc1C1CC(c2ccc(Br)cc2)Nc2nc(N)nn21 (stereo unspecified)	7	8	-0.5	-5	25	5	1	1	10
